mcGAS inh – cyclic GMP-AMP synthase inhibitors, mouse, primary biochemical chemiluminescence; Q8C6L5; 0.15% of 160,000 active; AID 1259399, 2018; recombinant cGAS, Kinase-Glo ATP depletion luminescence; inhibition, % at 12.5 µM;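 further: 0% = negative control wells and 100% = reference inhibitor with no enzyme activity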
NPYLR7 ag – agonists of mosquito NPYLR7 receptor, primary screen, cell-based, Aedes aegypti, calcium fluorescence, mosquito biting behavior | Aedes aegypti neuropeptide Y-like receptor 7 (NPYLR7) | HEK293T NPYLR7/Galpha15, GCaMP6s calcium fluorescence | activation, % at 10 µM | 0.15% of 270,000 active | AID 1259423, 2018; in the data active means activation above about 40%;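 further: 0% = vehicle and 100% = reference agonist at the receptor; some compounds past the cut are filed as inactive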
hcGAS lum – Primary biochemical luminescence assay for human cyclic GMP-AMP synthase inhibitors; inhibition, % at 12.5 µM; AID 1259398, 2018; 0.081% of 290,000 active; recombinant h-cGAS, ATP depletion, Kinase-Glo luminescence;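 further: 0% = vehicle reaction and 100% = reaction without DNA for no activity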
Target sequence (Q8N884 whole entry, looked up): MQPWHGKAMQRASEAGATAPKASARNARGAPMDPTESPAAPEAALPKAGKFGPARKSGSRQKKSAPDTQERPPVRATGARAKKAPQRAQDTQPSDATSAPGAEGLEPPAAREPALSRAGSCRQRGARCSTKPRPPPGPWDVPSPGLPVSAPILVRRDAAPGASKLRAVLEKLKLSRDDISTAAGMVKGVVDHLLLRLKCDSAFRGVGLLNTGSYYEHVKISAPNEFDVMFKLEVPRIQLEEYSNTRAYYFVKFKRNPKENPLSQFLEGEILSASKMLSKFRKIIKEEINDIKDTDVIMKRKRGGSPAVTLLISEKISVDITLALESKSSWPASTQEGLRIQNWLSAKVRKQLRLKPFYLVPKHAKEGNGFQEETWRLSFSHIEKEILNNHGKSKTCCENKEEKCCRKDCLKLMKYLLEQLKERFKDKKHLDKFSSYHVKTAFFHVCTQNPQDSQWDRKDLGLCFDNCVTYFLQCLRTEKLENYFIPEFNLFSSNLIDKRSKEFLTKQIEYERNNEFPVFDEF
* hit, by the source's call; / = no result given; & = joins results of further samples. Unless noted, no stated cut-off is given here; in the data, active means inhibition above about 40%; inactive means the rest.

structure | mcGAS inh | NPYLR7 ag | hcGAS lum
Cc1ccccc1C1(O)CCN(Cc2ncc[nH]2)C1 (stereo not given) | / | 9 | -7
CCC(=O)Nc1ccc(N(C)C)c(CN(CC2CC2)C(=O)c2ccc(OC)cc2)c1 | -7 | 8 | -9
COC(C)c1noc(-c2cc(C3CC3)nc3onc(C)c23)n1 (stereo not given) | / | 2 | -10
CC(C)C1=CC23CCC4C(C)(C(=O)O)CCCC4(C)C2CC1C1C(=O)N(c2ccc(O)cc2)C(=O)C13 (stereo not given) | -5 | -8 | -4
CC(C)c1csc(CN2CCCC(N(C)Cc3ccccc3)C2)n1 (stereo not given) | -8 | 1 | -5
CC(C)c1ccc(NC2CCCN(C(=O)CCc3nc(-c4ccccc4)no3)C2)cc1 (stereo not given) | -4&-4 | 4&0 | -2&1
Cc1cccc2c(N=NC(=O)COc3ccc4ccccc4c3)c(O)[nH]c12 | -4 | -6 | -3
CC(C)(C)c1ccc(CC(=O)N2CCC2(C)C(=O)NCC(F)(F)F)cc1 (stereo not given) | / | 8 | 0
NC(=O)[C@H](Cc1ccc(O)cc1)NC(=O)C1=C[C@@H](Oc2ccc3c(c2)OCO3)[C@H](O)[C@H](O)C1 | -6 | 13 | -5
COc1cccc(Cc2c(C)nc(C)nc2N2CCN(S(=O)(=O)c3ccc(Br)cc3)CC2)c1 | -5 | / | -4
COC(=O)c1cc2n(n1)CCCN(C(=O)c1sccc1C)C2 | / | 13 | -9
COc1ccc(CN2CC(C(=O)N3CCOCC3(C)C)CC2=O)cc1 (stereo not given) | / | -3 | -9
COc1ccc(CCNC(=O)c2ccccc2N2CCC(NC(=O)c3ccc(C(F)(F)F)cc3)CC2)cc1 | -3 | 19 | -2
Nc1ncnc2c1CCC2 | -5 | -3 | -5
CCNC(=S)N(Cc1c(-c2ccccc2)noc1N(CC)CC)CC1CC1 | -4 | 12 | -1
FC(F)(F)c1ccc(Cl)c(NC2=NCCC2)c1 | / | 7 | -7
C=c1c(C#N)c2[nH]c(N)c(C#N)c(C)c-2/c1=C\c1ccc(-c2ccc(Cl)cc2)o1 | 1 | 9 | -6
CCCCCCNC(=O)c1cc(-c2cccc(OC)c2)n2nc(-c3ccccc3)cc2n1 | -6 | 23 | -4
O=C1CSC(c2ccc(Br)cc2)N1c1ccc(O)cc1 (stereo not given) | 3 | 12 | 3
Cc1ccc(-c2c[nH]n3c(=O)cc(C)nc23)cc1 | 1 | 0 | -7
COC(=O)c1sccc1S(=O)(=O)N1CCN(CC(OCc2cccc(C)c2)c2ccc(Cl)cc2)CC1 (stereo not given) | -7 | 31 | -2
O=C(NC1CC1)C(Sc1n[nH]c(CC2CCCC2)n1)c1ccc(F)cc1 (stereo not given) | / | 0 | -6
CCOC(=O)N1CCN(C(=O)c2ccc(N3CCC(NC4Cc5ccccc5C4)CC3)cc2)CC1 | -5 | -4 | 5
COc1ccccc1C1Nc2cc(Cl)c(S(N)(=O)=O)cc2S(=O)(=O)N1 (stereo not given) | / | 9 | -9
Cc1c(-c2nc(-c3ccccc3)c(-c3ccccc3)[nH]2)c(=O)n(-c2ccccc2)n1C | / | 11 | -9
Cc1cc(CNC(=O)c2cccc(OC3CCN(C(=O)C4CC4)CC3)c2)on1 | / | 9 | -4
COc1ccc(OC)c(-c2cccc(-c3cccc(NC(=O)c4oc5ccccc5c4C)c3)n2)c1 | 0 | -5 | -1
CSc1ccc(CC(=O)NCc2cccnc2N2CCOCC2)cc1 | / | 13 | -9
CC1CCN(S(=O)(=O)c2ccc(C(=O)NCCCc3nc4ccccc4[nH]3)cc2)CC1 | -7 | 1 | -3
C[C@@]1(O)CCN(c2ccc(C(F)(F)F)cn2)C[C@@H]1Cc1ccccc1 | -11 | / | -1
CCC(CC)n1ccc(CO)n1 | / | 7 | -8
O=C(CSc1nc2c(-c3ccccc3)c[nH]c2c(=O)n1C1CC1)Nc1ccc2c(c1)OCO2 | -6 | -1 | -3
COc1cccc(C(=O)N2CCC2(C)C(=O)NC(C)C)c1 (stereo not given) | -6 | -5 | -2
O=C(COc1coc(CN2CCc3ccccc32)cc1=O)Nc1ccccc1F | -7 | -1 | -2
COCCn1c(=NC(=O)c2cc(Cl)sc2Cl)sc2cc(S(N)(=O)=O)ccc21 | / | 5 | -4
Cc1nn(C)c(C)c1S(=O)(=O)N1CC2ON=C(c3cccnc3)C2C1 (stereo not given) | / | 5 | -8
COc1ccc(CC(=O)N2CCN(c3nccc(-c4ccc5c(c4)OCO5)n3)CC2)cc1 | -8 | 22 | -3
COCCn1cc(NC(=O)Nc2c(C)cc(C)cc2C)c2ccccc21 | / | 14 | -12
CCCN(CCC(=O)NCCOC)c1nc(-c2cccc(Br)c2)nc2ccccc12 | -8 | 20 | -2
O=C(c1ccco1)N1CCN(CC(OCc2c(F)cccc2F)c2ccc(Cl)cc2)CC1 (stereo not given) | -1 | -5 | 0
Cc1cccc(S(=O)(=O)Nc2cc(C(N)=O)ccc2N(C)C)c1 | / | -2 | 0
COc1cc2c(cc1-c1nccn1Cc1noc(C(C)C)n1)OCO2 | -11 | 4 | -7
Cc1cc(C)c2[nH]c3nc(SC(C)C)nnc3c2c1 | -5 | 6 | -7
COC(=O)C1(C(=O)NC(C)C(=O)N(C)C)CC1 (stereo not given) | -13 | 2 | -6
CC(C)CN(CC(=O)OCc1ccccc1)CC(=O)N(Cc1ccc(F)cc1)Cc1ccco1 | -2 | 2 | 0

4 of these compounds in another layout.
Under each structure – mcGAS inh, NPYLR7 ag, hcGAS lum
COc1cc2c(cc1-c1nccn1Cc1noc(C(C)C)n1)OCO2
→ -11, 4, -7
CC(C)CN(CC(=O)OCc1ccccc1)CC(=O)N(Cc1ccc(F)cc1)Cc1ccco1
→ -2, 2, 0
O=C(COc1coc(CN2CCc3ccccc32)cc1=O)Nc1ccccc1F
→ -7, -1, -2
O=C(c1ccco1)N1CCN(CC(OCc2c(F)cccc2F)c2ccc(Cl)cc2)CC1 (stereo not given)
→ -1, -5, 0

New compounds follow
structure | mcGAS inh | NPYLR7 ag | hcGAS lum
Cc1ccc(C(=O)N2CCC(n3c(C)nc4ccc(F)cc43)CC2)s1 | -5 | 20 | -2
CC(C)=NNC(=O)CC(=O)NN=C(C)C | -5 | 1 | -2
CC1N=NC(=NNC(=O)c2cc3c(F)cccc3s2)NC1=O (stereo not given) | / | 16 | -2
CC(C)(C)c1cc2nc(-c3ccccc3Cl)cc(C(=O)NCCCN3CCOCC3)n2n1 | -10 | 0 | -8
Cc1cc(Br)c(NC(=O)Cn2cnc3c(cnn3C)c2=O)c(Br)c1 | / | -1 | 3
CN(C)CCCN(C(=O)c1ccc([N+](=O)[O-])cc1)c1nc2ccc(Br)cc2s1 | -9 | -2 | -6
c1ccc2c3c([nH]c2c1)NCCC3 | -4 | 2 | 1
COc1ccc(-c2cnc(C(O)c3ccc(C(C)(C)C)cc3)[nH]2)cc1 (stereo not given) | / | 2 | -11
O=C(Nc1cccs1)N1CCn2cccc2C1c1ccncc1 (stereo not given) | / | 14 | -6
NC(=O)c1nn2c(c1Br)NC(c1ccccc1)CC2C(F)(F)F (stereo not given) | -1 | -5 | -3
O=C1NC2(CCN(Cc3cccc([N+](=O)[O-])c3)CC2)Nc2ccc(Br)cc21 | -3 | 11 | -6
O=C(Nc1ccc(NS(=O)(=O)c2cccc(C(F)(F)F)c2)cc1)c1cnc(Cl)nc1C(F)(F)F | / | -8 | -6
CC(=O)N[C@H](C)C(=O)N(C)CC1(CO)CCC1 | -13 | 5 | -7
CC(C)c1nc(CCNC(=O)N2CCCCC2C)cs1 (stereo not given) | / | -4 | -5
CCC(c1ccnn1C)n1cc2ncccc2c1O (stereo not given) | / | 2 | -1

Fetched by compound from the list above:
structure | mcGAS inh | NPYLR7 ag | hcGAS lum
c1ccc2c3c([nH]c2c1)NCCC3 | -4 | 2 | 1
Cc1cc(Br)c(NC(=O)Cn2cnc3c(cnn3C)c2=O)c(Br)c1 | / | -1 | 3
CC(=O)N[C@H](C)C(=O)N(C)CC1(CO)CCC1 | -13 | 5 | -7
CC1N=NC(=NNC(=O)c2cc3c(F)cccc3s2)NC1=O (stereo not given) | / | 16 | -2

Remaining list, next part:
structure | mcGAS inh | NPYLR7 ag | hcGAS lum
CN1CCN(C(=O)c2nn3c(C(F)(F)F)cc(-c4ccccc4)nc3c2Cl)CC1 | -4 | 9 | -6
C=CCN(CC1CC(c2ccccc2C)=NO1)C(=O)C1CCCC1 (stereo not given) | -5 | -2 | -3
O=C(NCCNc1ccc(C(F)(F)F)cc1[N+](=O)[O-])C1CCC1 | / | 14 | -5
CN(Cc1ccc2c(c1)OCO2)c1nc(-c2cccnc2)nc2ccccc12 | / | 0 | 0
COCCn1c(C)cc(O)c(C(c2cccc(Cl)c2)N2CCC(C)CC2)c1=O (stereo not given) | / | 5 | 0
CCN1CCN(S(=O)(=O)c2ccc(OC)c(N3CCN(C(=O)c4ccc(Cl)cc4)CC3)c2)CC1 | -7 | 21 | -4
COc1cccc(CNC2CCc3c(sc4ncn(Cc5cccc(F)c5)c(=O)c34)C2)c1OC (stereo not given) | -7 | 26 | -4
N#Cc1c(Cl)cccc1Oc1cccc(C(=O)O)c1 | / | 3 | -1
COc1ccc(CCOc2nc(-c3ccco3)n(-c3cccc(NC(=O)c4cccs4)c3)n2)cc1 | -5 | 1 | -3
COc1ccc(-c2nc(Cn3cnc(C#N)n3)no2)cc1 | / | 11 | -7
Cc1nc(-c2ccc(-n3ccnc3-c3ccnc(C(C)C)n3)cc2)n[nH]1 | / | 38 | 0
CC(NC(=O)N1CCN(CC(=O)Nc2ccc(F)cc2)CC1)c1ccc(F)c(F)c1 (stereo not given) | -8 | -4 | -5
Cn1c(=NN=C2CCc3ccccc32)sc2ccccc21 | -3 | -1 | -6
CCOc1ccc(S(=O)(=O)Oc2ccc(C)cc2)cc1OCC | / | 5 | -9
Cc1cc(C)cc(NC(=O)CSc2c(C)[nH]c3ccccc23)c1 | / | 0 | -2
Cc1sc2nc[nH]c(=S)c2c1C | / | -7 | -3
COCCCNS(=O)(=O)C1CON(C)C1c1ccc(C(C)(C)C)cc1 (stereo not given) | / | 3 | -18
O=C(c1nc2ccccc2[nH]c1=O)N1CC[C@@H](c2ccc3ccccc3c2)[C@H](O)C1 | / | 1 | -4
CCNc1oc(-c2ccc(COc3ccc(C)cc3)o2)nc1C#N | -7 | -1 | -8
O=C(NC1CCCCCC1)c1cccc(S(=O)(=O)NC2CC2)c1 | -6 | -1 | 0
Cc1[nH]nc(-c2ccc(O)cc2O)c1Oc1ccc(C(C)C)cc1 | / | 3 | -3
Cc1cccc(COC(CN2CCN(C(=O)Nc3cccc(C#N)c3)CC2)c2ccc(Cl)cc2)c1 (stereo not given) | 2 | -3 | 1
Cn1c(-c2cccnc2)cc2cnc(Nc3ccc(F)cc3)cc21 | -1 | -2 | -3
COc1ccccc1N1CCN(C(=O)c2cc(-c3ccccc3Cl)nc3cc(-c4ccccc4)nn23)CC1 | -10 | 20 | -5
OC1(c2cccc(C(F)(F)F)c2)CCN(Cc2ccncc2)CC1 | -14 | 19 | -4
CCOC(=O)c1nc2cc(Cl)c(Cl)cc2nc1N1CCN(C(=O)CCSC)CC1 | -8 | 3 | -8
CC(=O)N1CCC2(CC1)OC(=O)C(C)=C2C(=O)NC1CCCCCC1 | / | 5 | -5
O=C(c1ccccc1)c1ccccc1NC(=O)C1CCCC1 | -4 | 11 | -3
CC(Cc1ccsc1)Nc1nc2nonc2nc1N(C)C (stereo not given) | -2 | 14 | -4
Cc1noc(C)c1CNC(=O)C(c1cccnc1)N1CCCC1 (stereo not given) | -9 | -7 | -5
O=c1/c(=C/c2ccc(-c3ccc([N+](=O)[O-])cc3)o2)sc2nc3cc(Br)cnc3n12 | / | -8 | -8
Cc1cc(NC(=O)c2ccccn2)c2cc(Br)ccc2n1 | -3 | -4 | -2
Cc1ccc(-c2ccsc2C(=O)NC2=NCCS2)cc1 | / | -17 | -8
CCNC(=O)CN(CC)Cc1nc2sc(C(C)=O)c(C)c2c(=O)[nH]1 | / | 7 | -1
CN(C)CCCN(CCC#N)C(=O)Nc1ccncc1 | -12 | -4 | -9
Cc1ccc(Sc2ncccc2C(=O)N2CCN(c3nccc(-c4cccc(C(F)(F)F)c4)n3)CC2)cc1 | -7 | 14 | -1
CCOc1ccc(/C=C/c2nc3ccc(Br)cc3c(=O)o2)cc1 | -3 | -12 | 2
COCCNC(=O)c1cc(-c2ccc(OC)cc2)n(-c2ccccc2F)c1C | 0 | -6 | 3
CCOc1cc(/C=N\Nc2nc(N3CCCC3)nc(N3CCCC3)n2)ccc1OCC(=O)O | -7 | -4 | -9
CCCc1nnsc1C(=O)N1CCC(Cc2cccc(C(N)=O)c2)C1 (stereo not given) | / | -3 | -2
CCOC(=O)c1ccccc1NC(=O)Cn1cnc2c(nnn2-c2ccc(C)cc2)c1=O | / | 2 | 6
COc1cccc(C2C(C(=O)OC3CCCCC3)=C(C)NC3=C2C(=O)CC(c2ccccc2)C3)c1 (stereo not given) | -7 | -4 | -3
Cc1ccc(C2(O)CCN(C(=O)c3ccc(Cn4ccnc4)o3)CC2)nc1 | 1 | -3 | -3
CC(=O)c1ccc(N2C(=O)C3C4C=CC(C4)C3C2=O)cc1 (stereo not given) | -5&-3 | -6&-2 | -6&-6
Cc1cc(NC(=O)CNCCN2CCCOC2=O)ccc1Cl | / | 0 | 0
Cc1ccc2c(c1)CCCN2C(=O)/C=C/c1ccco1 | / | 17 | -5
Fc1ccc(Nc2nn(CN3CCCCC3)c(=S)s2)cc1 | / | 1 | -9
Cn1c(=NN=CC2=C(N3CCOCC3)C(=Cc3ccc([N+](=O)[O-])cc3)CC2)sc2ccccc21 | 1 | 1 | -2

High-throughput results (PubChem BioAssay)
